TDP43 rescue: inhibitors of TDP-43 toxicity in yeast. TDP-43 expressing yeast growth rescue, BacTiter-Glo, 24 h. Potency, µM (series often up to 46.1 µM), for inactives: at the top dose growth rescue (activation), actives largely listed as activators. 410,000 compounds, 1.8% hits. AID 652104; note: % of control where 0% means no effect; nearly all actives have a fitted effect of over 50% in size
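Luminescence from BacTiter-Glo reports growth of TDP-43-expressing yeast after 24 hr at 30 deg C with compound. Cells were raffinose-pregrown to mid-log, then seeded in galactose medium at OD600=0.02.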
FUS suppressor: suppressors of FUS proteinopathy in yeast. Potency, µM (doses to about 76.6 µM), without a hit: top-dose growth rescue (activation), actives largely listed as activators. AID 1347120. 390,000 compounds, 0.24% hits. S. cerevisiae FUS-expressing, growth rescue, OD600, 24 h;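 note: plate controls were DMSO vehicle for no effect and reference control for full effect; nearly all actives have a fitted effect of over 55% in size; some results filed as inactive show a strong effect at the top dose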
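Cultures pregrown in 2.5% raffinose medium are shifted to minimal medium containing 2% galactose to express toxic FUS. Compounds are tested at several concentrations. After 24hr at 30C, growth is quantified at 600 nm absorbance.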
EPAC2 agonist: agonists of human EPAC2 (RAPGEF4); EPAC2 activation, biochemical qHTS; response scale: 100% = 6.5 mM cAMP response; Potency, µM (doses to about 154 µM), without a hit: at the top dose activation, hits mostly activators; 360,000 compounds, 0.079% hits; AID 720711; note: nearly all actives have a fitted effect of over 50% in size
Target sequence (Q8WZA2 whole entry, looked up): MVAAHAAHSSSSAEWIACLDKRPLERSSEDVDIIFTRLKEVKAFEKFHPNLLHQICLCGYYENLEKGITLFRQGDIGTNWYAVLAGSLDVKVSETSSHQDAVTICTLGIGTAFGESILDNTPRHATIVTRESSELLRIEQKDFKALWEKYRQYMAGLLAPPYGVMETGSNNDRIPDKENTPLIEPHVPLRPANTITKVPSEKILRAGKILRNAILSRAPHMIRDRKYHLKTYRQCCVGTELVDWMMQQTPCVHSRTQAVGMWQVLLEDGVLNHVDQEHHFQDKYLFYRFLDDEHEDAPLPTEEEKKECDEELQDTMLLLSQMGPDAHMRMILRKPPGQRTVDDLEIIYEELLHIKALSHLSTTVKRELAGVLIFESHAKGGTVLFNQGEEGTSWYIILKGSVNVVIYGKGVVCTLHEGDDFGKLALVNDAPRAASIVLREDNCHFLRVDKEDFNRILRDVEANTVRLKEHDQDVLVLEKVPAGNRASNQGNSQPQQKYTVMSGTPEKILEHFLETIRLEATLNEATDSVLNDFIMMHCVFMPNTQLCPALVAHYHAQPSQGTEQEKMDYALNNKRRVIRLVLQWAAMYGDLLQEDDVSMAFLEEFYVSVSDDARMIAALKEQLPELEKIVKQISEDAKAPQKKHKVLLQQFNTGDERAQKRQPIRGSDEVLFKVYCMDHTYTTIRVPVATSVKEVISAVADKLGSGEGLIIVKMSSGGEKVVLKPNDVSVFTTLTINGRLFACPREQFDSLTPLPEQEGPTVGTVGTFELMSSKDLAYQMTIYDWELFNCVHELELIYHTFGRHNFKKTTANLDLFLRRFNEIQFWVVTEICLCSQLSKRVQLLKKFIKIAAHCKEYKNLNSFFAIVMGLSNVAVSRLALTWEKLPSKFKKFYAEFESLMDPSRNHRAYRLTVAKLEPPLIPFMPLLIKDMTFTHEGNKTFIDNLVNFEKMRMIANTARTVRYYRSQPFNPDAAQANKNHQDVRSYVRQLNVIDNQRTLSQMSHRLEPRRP
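EPAC2 (100 nM) mixed with Rap1B loaded with BODIPY-GDP (250 nM) plus 50 uM unlabeled GDP; compounds pinned in, 5 min RT, then read every 5 min for 30 min (ex 480, em 540 nm). Normalized to cAMP control.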
EPAC1 agonist: activates human EPAC1 exchange factor | O95398 | EPAC1 agonist qHTS, biochemical assay; response scale: 100% = response to 6.5 mM cAMP | Potency, µM (series often up to 154 µM), for inactives: at the top dose activation, hits mostly activators | 360,000 compounds, 0.073% hits | AID 720707; note: nearly all actives have a fitted effect of over 60% in size
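Compounds were pinned as a concentration titration into mixtures of EPAC1 (100 nM), BODIPY-GDP-loaded Rap1B (250 nM) and GDP (50 uM). After 5 min at room temperature, fluorescence was followed for 30 min; activity was scaled to 6.5 mM cAMP.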
EPAC2 antagonist: antagonists of human EPAC2; EPAC2 GEF exchange of Rap1B-BODIPY-GDP, fluorescence; Potency, µM (series often up to 114 µM), without a hit: top-dose activity, negative = inhibition, usual class: inhibitors; 360,000 compounds, 0.18% hits; note: % is set by controls: 0 for no effect and ±100 for the full control effect; nearly all actives have a fitted effect of over 45% in size; many of its hits are not listed in these tables
PTHR1 ag: activates the human parathyroid hormone receptor PTHR1; HEK293 GP2 PTHR1 cells, GloSensor cAMP luminescence, 1 h; Potency, µM (series often up to 115 µM), for inactives: at the top dose activation, most hits filed as activators; 410,000 compounds, 0.075% hits; note: nearly all actives have a fitted effect of over 55% in size; some results filed as inactive show a strong effect at the top dose; inactives centre near -15; many of its hits are not listed in these tables
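HEK-293-derived GP2 cells expressing PTHR1 and a GloSensor cAMP reporter, 3,000/well, plated overnight, given luciferin plus IBMX (each 0.5 mM as added) for 1 h at 37 °C, then compound for 1 h at 37 °C. Luminescence was read after 15 min at room temperature.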
EPAC1 antagonist: blocks human EPAC1 exchange factor; O95398; EPAC1 GEF assay, Rap1b-BODIPY-GDP exchange fluorescence; Potency, µM (titrated, usually from 115 µM), inactives show at the highest dose activity change, negative = inhibition, most hits filed as inhibitors; 360,000 compounds, 0.14% hits;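 note: plate controls were vehicle for no effect and positive control for full effect; nearly all actives have a fitted effect of over 50% in size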
aSyn yeast inh: inhibitors of alpha-synuclein toxicity in yeast. Yeast expressing alpha-synuclein, growth rescue, BacTiter-Glo, 24 h. Potency, µM (highest dose often 46.1 µM), for the others: at the top dose growth rescue (activation), hits mostly activators. 370,000 compounds, 0.14% hits; note: % of control where 0% means no effect; nearly all actives have a fitted effect of over 65% in size
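Galactose-induced alpha-syn yeast (OD600=0.02, raffinose-pregrown) + pinned cpd, 24 hr, 30 deg C; growth by BacTiter-Glo luminescence. Growth restoration scores as activation.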
Starred values were filed as active, the others as inactive; i = inactive; ? = inconclusive; · = not tested or not shown; [ ] = remark or other dose. Calls come from the whole dose curve; as a rule, active = well fitted curve in the direction sought with a large enough effect; inconclusive = small, poorly fitted or top-dose-only effect, or another doubt; inactive = no such curve, though single readings can be large; an effect the other way counts as inactive or inconclusive. Potency is the fitted concentration of half-maximal effect. An excerpt; count on the stated rates, not on these rows.

SMILES | TDP43 rescue | FUS suppressor | EPAC2 agonist | EPAC1 agonist | EPAC2 antagonist | PTHR1 ag | EPAC1 antagonist | aSyn yeast inh
O=c1[nH]c(/C=C\c2ccccc2F)nc(O)c1[N+](=O)[O-] | 16% | -13% | 7% | 3% | -5% | -53%[inhibitor] | 2% | 3%
NC(=S)Nc1nc2ccccc2s1 | 4% | -8% | 8% | 8% | -6% | -11% | -10% | -7%
CC(C)N(C(=O)COC(=O)[C@@H]1CC(O)CN1S(=O)(=O)c1ccccc1[N+](=O)[O-])C(C)C (some centres undefined) | 11% | 6% | 9% | -5% | 8% | i | 5% | -1%
CC(=O)Nc1ccc(S(=O)(=O)N2CCC(NC(=O)c3ccccc3)CC2)cc1 | 6% | -10% | 3% | 9% | 0% | i | -20% | -2%
C[C@@H]1CN([C@H](C)CO)C(=O)CCCn2nncc2CO[C@H]1CN(C)Cc1cccc(O)c1 | 16% | -23% | 3% | -2% | 3% | -14% | 2% | -1%
COC(=O)CNC(=O)CN1c2cccc3cccc(c23)S1(=O)=O | 3% | -10% | -9% | 0% | -2% | i | 0% | -1%
COc1ccc(OC)c(NC(=O)c2nnn(CCc3ccccc3)c2N)c1 | 7% | -20% | -6% | -7% | -9% | -18% | ? | -1%
NS(=O)(=O)c1ccc(CCNC(=S)NC(=O)c2ccccc2Br)cc1 | -14% | -7% | 5% | 7% | 1% | -23% | -9% | 0%
Cn1cccc1-c1nc2ccc(NC(=O)c3ccco3)cc2[nH]1 | 29% | 26% | -1% | -2% | -3% | i | -9% | 4%
CC(C)(Oc1ccc(F)cc1)C(=O)OCC(=O)c1ccc(S(C)(=O)=O)cc1 | 23% | 22% | 14% | -6% | 4% | i | -9% | 7%
CC(C)CC(C(=O)O)N1C(=O)C2C3c4ccccc4C(c4ccccc43)[C@@H]2C1=O (some centres undefined) | -11% | 0% | -2% | -3% | 5% | i | 5% | 11%
CCC(=O)Nc1ccc(C(=O)N/N=C/c2ccccc2[N+](=O)[O-])cc1 | -1% | 24% | 7% | 5% | -2% | ? | 11% | -2%
COc1ccc(S(=O)(=O)N2CCCCC2)cc1NC(=O)c1cccc(S(=O)(=O)N2CCOCC2)c1 | -6% | · | -7% | -6% | 0% | -4% | 10% | 0%
Cc1cc(F)c(F)c(C(=O)N2CCCCC2C)c1Cl (centres undefined) | ? | 2% | -2% | 6% | 5% | -44%[inhibitor] | -10% | 4%
Cc1cccc(C(=O)Nc2ccc(NC(=O)CN3CCOCC3)cc2)c1 | -9% | 11% | 4% | 1% | 2% | i | 7% | -5%
Cc1cccc(NC(=O)Cc2ccc(NC3=NC4CS(=O)(=O)CC4S3)cc2)c1 (centres undefined) | 14% | -19% | -7% | -2% | 19% | i | 15% | ?
Cc1c(OC(C)C(=O)N[C@@H](Cc2ccccc2)C(=O)O)ccc2c3c(c(=O)oc12)CCCC3 (some centres undefined) | 16% | 27% | -1% | -15% | -6% | i | -1% | 1%
Cc1nc2ccc(S(=O)(=O)NCC(=O)N3CCCCC3)cc2s1 | 5% | 11% | 10% | 0% | 2% | i | -11% | 2%
CCOC(=O)c1c(CSC(=N)N)n(-c2ccc(C)cc2)c2cc(Br)c(OC(C)=O)cc12 | -4% | 13% | 21% | 10% | 6% | -29% | -12% | -14%
N#Cc1ccccc1NC(=O)c1cccc(COc2ccc(Cl)cc2Cl)c1 | 19% | -7% | -7% | -4% | -1% | -1% | -4% | 14%
COc1ccc(NC(=O)Nc2c(SC)nsc2SC)cc1 | 12% | -2% | 0% | 3% | -2% | i | -5% | -6%
COc1cc(/C=N\N=C2/SC(CC(=O)O)C(=O)N2c2ccc(O)cc2)ccc1O (centres undefined) | -12% | -2% | 6% | 6% | -2% | 27%[57.5 µM] | -4% | -6%
c1ccc2c(Nc3nncs3)c3ccccc3nc2c1 | 6% | -12% | 1% | -10% | 8% | -10% | -20% | 7%
O=C(N/N=C/c1ccc(Cl)cc1Cl)c1n[nH]c2c1CCCC2 | 0% | · | -3% | 0% | 18% | i | 7% | 3%
COC(=O)c1nn(-c2ccc(F)cc2)ccc1=O | 8% | -14% | 8% | -12% | 11% | i | -14% | 3%

Four compounds out of the list, arranged by length of the SMILES, descending:
SMILES | TDP43 rescue | FUS suppressor | EPAC2 agonist | EPAC1 agonist | EPAC2 antagonist | PTHR1 ag | EPAC1 antagonist | aSyn yeast inh
CC(C)N(C(=O)COC(=O)[C@@H]1CC(O)CN1S(=O)(=O)c1ccccc1[N+](=O)[O-])C(C)C (some centres undefined) | 11% | 6% | 9% | -5% | 8% | i | 5% | -1%
Cc1cccc(NC(=O)Cc2ccc(NC3=NC4CS(=O)(=O)CC4S3)cc2)c1 (centres undefined) | 14% | -19% | -7% | -2% | 19% | i | 15% | ?
Cc1cccc(C(=O)Nc2ccc(NC(=O)CN3CCOCC3)cc2)c1 | -9% | 11% | 4% | 1% | 2% | i | 7% | -5%
NC(=S)Nc1nc2ccccc2s1 | 4% | -8% | 8% | 8% | -6% | -11% | -10% | -7%

The list goes on:
SMILES | TDP43 rescue | FUS suppressor | EPAC2 agonist | EPAC1 agonist | EPAC2 antagonist | PTHR1 ag | EPAC1 antagonist | aSyn yeast inh
COc1cccc(-c2nn(C)c3sc(C(=O)NCc4ccc5c(c4)OCO5)cc23)c1 | ? | 29% | 10% | 4% | 10% | -23% | -4% | 16%
O=C(COc1cc2oc(=O)c3c(c2cc1Cl)CCC3)NCCCn1ccnc1 | 11% | -26% | 2% | -6% | -5% | -2% | 2% | -8%
CCCS(=O)(=O)NC(=O)C1(C)CCCN(C(=O)c2ccncc2)C1 (centres undefined) | 3% | -33% | 2% | -1% | 2% | -24% | 14% | 6%
CCc1cc(CNC(=O)c2ccc(OC3CCN(CCc4ccccc4)CC3)cc2)on1 | 2% | 20% | 0% | 3% | 2% | i | 3% | 9%
CCc1cc2c(cc(C(=O)O)n2C)s1 | -39%[inhibitor] | -5% | 5% | -6% | 6% | i | 0% | -16%
C[C@@H]1CN([C@H](C)CO)C(=O)c2cc(Br)cnc2O[C@H]1CN(C)C(=O)Nc1ccc2c(c1)OCO2 | 4% | -32% | 4% | 1% | 3% | -8% | -1% | 0%
c1ccc(Cc2nn3c(C4COc5ccccc5O4)nnc3s2)cc1 (centres undefined) | ? | 44% | 12% | 2% | 7% | i | 9% | -31%[inhibitor]
C=CCN(Cc1nc(-c2ccccc2)no1)C(=O)c1ccoc1C | ? | · | -7% | -2% | 3% | -43%[inhibitor] | 8% | 17%
COc1ccc(N2CCN(C(CNC(=O)C(=O)NCc3cccs3)c3ccco3)CC2)cc1 (centres undefined) | 0% | 5% | 2% | -3% | -1% | i | -18% | 2%
O=C(O)CCN1CCc2ccccc2C1c1cccs1 (centres undefined) | -19% | -20% | 8% | 0% | 5% | i | -3% | -3%
Cc1ccccc1NC(=O)CCSc1nnnn1-c1ccccc1 | -7% | 16% | 2% | 0% | 8% | ? | 8% | -12%
Cc1ccc2c(c1)c1c(n2CC(O)Cn2c(C)nc3ccccc32)/C(=N\O)CCC1 (centres undefined) | -6% | ? | -5% | 11% | -8% | i | -8% | -20%
CCc1[nH]c(=S)c(C#N)c2c1CCCC2 | 23% | -2% | 8% | -1% | 10% | -14% | 13% | -1%
CCN(CC(=O)Nc1cc(Cl)ccc1C)C(=O)CC1CCCC1 | 15% | 18% | -2% | 4% | -2% | -25% | -16% | 6%
CCNC(=O)C1(C)CCN(C(=O)c2ccc(OC)c(OC)c2)C1 (centres undefined) | 7% | -24% | 3% | 4% | 35%[activator] | i | 28% | 3%
Cc1cc(C)nc(-n2nc(C)cc2NC(=O)c2ccc(F)cc2F)n1 | -28%[9.22 µM] | 2% | 0% | -1% | 9% | i | 19% | 5%
CCCCOP(=O)(OCCCC)C(O)c1ccc(Br)cc1 (centres undefined) | 7% | · | -6% | -13% | -4% | -20% | -16% | 2%
CN(C)c1ccc(C=NN2C(=O)CSC2=S)c(Cl)c1 | 0% | -12% | 8% | -3% | 3% | 0% | 12% | 4%
CSc1cccc(NC(=O)c2cnccn2)c1 | 0% | -16% | 3% | -1% | -5% | -8% | 4% | -3%
CC(=O)Nc1oc(-c2cccc3ccccc23)nc1C#N | · | -7% | 10% | -7% | -3% | 12% | -17% | ·
CCCCC1CCC(c2nc(-c3cccnc3)no2)CC1 (centres undefined) | 20% | -8% | 5% | 12% | -16% | -10% | 0% | -8%
Cc1ccc(-c2noc(CNC(=O)c3ccc4c(c3)OCO4)n2)cc1 | -8% | 44% | 4% | -5% | -8% | -41% | -30% | -2%
C=C[C@H]1C(C(=O)OCC)=CC[C@@H](c2ccccc2)N1S(=O)(=O)c1ccc(C)cc1 | -14% | 35% | -11% | -11% | ? | -32%[inhibitor] | -22% | -5%
O=[N+]([O-])c1ccc(NC(=S)N2CCc3ccccc3C2)cc1 | 25µM* | · | 6% | 8% | 3% | -39%[inhibitor] | -5% | ?
Cc1ccc2oc3nc(C)c(C(=O)Nc4cccc(C(F)(F)F)c4)cc3c(=O)c2c1 | -17% | 21% | -5% | -3% | -6%[57.1 µM] | -34%[inhibitor][57.5 µM] | -6% | -6%
Remaining list, next part
SMILES | TDP43 rescue | FUS suppressor | EPAC2 agonist | EPAC1 agonist | EPAC2 antagonist | PTHR1 ag | EPAC1 antagonist | aSyn yeast inh
Cc1ccc(CN2CCN(Cc3ccc4cc(F)ccc4n3)CC2CCO)o1 (centres undefined) | -1% | 12% | 1% | -9% | -3% | i | -33% | 0%
CCC(=O)n1nc(-c2ccco2)nc1SCc1ccccc1 | 30% | 18% | -2% | 15% | -1% | i | -16% | -1%
O=C(Cn1cc([N+](=O)[O-])ccc1=O)N1CCc2ccccc21 | -14% | 24% | 13% | 12% | -2% | -13% | -5% | -1%
Nc1nc(NCc2cccs2)nn1-c1ccccc1 | 17% | 12% | 2% | 0% | 6% | -11% | 0% | 2%
CCCCOC(=O)C1CN(c2ccccc2)N=C1C(=O)OCC (centres undefined) | 14% | · | -8% | -1% | -8% | -14% | -8% | ?
C/C(=N\NC(=O)c1nn(C)c(C)c1Br)c1ccc(NC(=O)c2ccc(C)s2)cc1 | -19% | 27% | 3% | -8% | 7% | -1% | -10% | -4%
O=[N+]([O-])c1ccc(N2CCOCC2)cc1NCCCO | -11% | 6% | 1% | -1% | 2% | i | -2% | -6%
O=C(CCc1nc2ccccc2[nH]1)Nc1ccccc1F | -3% | 5% | -4% | -18% | 3% | -10% | 2% | 4%
COCCc1nc2ccc(C(=O)N(C)Cc3cccc(-n4nc(C)cc4C)c3)cc2o1 | 6% | · | 1% | 6% | -4% | -23% | -2% | 6%
Cc1nc2c(nnn2Cc2c(Cl)cccc2Cl)c(=O)[nH]1 | 2% | 0% | 10% | 8% | -4% | -11% | -14% | -5%

Compound activity from PubChem BioAssay.
